ADAM17 inh: ADAM17 inhibitors, primary screen, biochemical, QFRET | 0.83% of 370,000 active | inhibition, % at 6.95 µM | recombinant ADAM17, EDANS/DABCYL FRET peptide cleavage | Disintegrin and metalloproteinase domain-containing protein 17 (Homo sapiens), P78536;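 active = inhibition above the mean of compounds lying between control limits plus 3 SD, set per campaign, cut at about 8.5% in these data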;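 note: 0% = DMSO-only wells as the low control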
Target sequence (P78536 215-824 limits assumed): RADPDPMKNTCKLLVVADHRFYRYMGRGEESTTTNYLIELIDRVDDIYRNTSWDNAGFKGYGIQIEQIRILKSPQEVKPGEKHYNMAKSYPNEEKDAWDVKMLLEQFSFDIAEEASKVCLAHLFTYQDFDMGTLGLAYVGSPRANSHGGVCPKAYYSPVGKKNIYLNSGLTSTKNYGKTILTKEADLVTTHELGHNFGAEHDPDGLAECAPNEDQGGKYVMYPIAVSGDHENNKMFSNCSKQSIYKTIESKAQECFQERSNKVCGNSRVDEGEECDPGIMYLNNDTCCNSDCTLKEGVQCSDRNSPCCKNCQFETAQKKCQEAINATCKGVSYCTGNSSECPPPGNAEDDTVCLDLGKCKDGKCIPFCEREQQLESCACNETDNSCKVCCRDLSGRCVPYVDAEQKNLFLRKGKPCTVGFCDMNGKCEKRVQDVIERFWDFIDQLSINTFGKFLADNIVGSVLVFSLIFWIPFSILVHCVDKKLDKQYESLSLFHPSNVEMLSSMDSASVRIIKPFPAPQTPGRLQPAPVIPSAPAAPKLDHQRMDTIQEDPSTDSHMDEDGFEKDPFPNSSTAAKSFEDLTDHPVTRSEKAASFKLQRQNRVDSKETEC
PLCb3 inh: human PLC-beta3 inhibitors, primary screen, biochemical, fluorescence | 1-phosphatidylinositol 4,5-bisphosphate phosphodiesterase beta-3 (Homo sapiens), Q01970 | AID 720704, 2013 | 0.18% of 370,000 active | Purified PLC-beta3, fluorogenic substrate | inhibition, % at 12.2 µM; in the data active = inhibition above about 11%;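 note: 0% = median of compound wells on plate and 100% = full blocker control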
ADAM10 inh: human ADAM10 inhibitors, primary screen, biochemical, QFRET, HTS; 0.62% of 370,000 active; recombinant ADAM10, EDANS/DABCYL FRET peptide cleavage, 3 h; inhibition, % at 7 µM; AID 720582, 2013;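 active = inhibition above a per-campaign cutoff equal to the mean of compounds falling between control-based bounds plus 3 SD, cut at about 20% in these data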;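 note: 0% = DMSO wells while the 100% control is not disclosed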
hcDAF-12 act: H. contortus DAF-12 nuclear receptor activators, primary screen, cell-based, luminescence, HEK293, lit1-tk-luc reporter | HEK293 hcDAF-12 lit1-tk-luc reporter; 0% DMSO, 100% Δ7-dafachronic acid | 1.4% of 370,000 active | activation, % at 6.8 µM | AID 652067, 2013;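 active = activation above the mean of all tested compounds plus 3 SD, cut at about 5.5% in these data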;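 note: 100% = response to 3 µM Δ7-dafachronic acid high control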
DAX1 inh-1: DAX1 (NR0B1) inhibitors on StAR promoter, primary screen, cell-based, luminescence, SF-1 (NR5A1), full-length DAX-1; inhibition, % at 6.8 µM; AID 652010, 2013; 1.1% of 370,000 active; HEK293T StAR-luciferase reporter, SF-1/DAX-1 repression relief;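 active = inhibition above the mean over all tested compounds plus 3 SD, cut at about 3.6% in these data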;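 note: 0% = DAX-1 cells with DMSO and 100% = cells lacking DAX-1 with DMSO; higher inhibition means more luminescence from relief of DAX-1 repression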
ssDAF-12 act: S. stercoralis DAF-12 nuclear receptor activators, primary screen, cell-based, luminescence, HEK293, GRIP1 co-expression, lit1-tk-luc; 1% of 370,000 active; HEK293 ssDAF-12/GRIP1 lit1-tk-luc reporter; % of 3 µM dafachronic acid response; activation, % at 6.8 µM; Nuclear hormone receptor DAF-12 (Strongyloides stercoralis);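 active = activation above the mean over all tested compounds plus 3 SD, cut at about 0.9% in these data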;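 note: 0% = DMSO-only wells and 100% = 3 µM delta7-dafachronic acid wells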
DAX1 inh-2: DAX1 (NR0B1) inhibitors, primary screen, cell-based, HEK293, Gal4-DAX1, luciferase luminescence | Nuclear receptor subfamily 0 group B member 1 (Homo sapiens), P51843 | HEK293 Gal4-DAX1 luciferase reporter | inhibition, % at 6.75 µM | 0.99% of 340,000 active | AID 504766, 2011;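 active = inhibition above the mean over all tested compounds plus 3 SD, cut at about 4.2% in these data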;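 note: 0% = DAX1-transfected cells with DMSO and 100% = empty-vector control cells with DMSO; inhibition shows as a rise in luminescence from relieved DAX1 repression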
FXN GAA850 act: FXN promoter activators, primary screen, cell-based, luciferase luminescence, HEK293 lucGAA850; AID 540364, 2011; HEK293 lucGAA850 FXN promoter luciferase reporter, 24 h; percent of 10 µM SAHA response; activation, % at 6 µM; 0.56% of 360,000 active;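 active = activation above the average of all compounds screened plus 3 SD, cutoff fixed separately per campaign, cut at about 7.5% in these data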;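 note: 0% = DMSO wells and 100% = 10 µM SAHA wells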
PLCg1 inh: PLC-gamma1 enzyme inhibitors, primary screen, biochemical, fluorescence, purified enzyme; fluorogenic substrate; inhibition, % at 12.2 µM; 0.84% of 370,000 active; AID 720700, 2013; 1-phosphatidylinositol 4,5-bisphosphate phosphodiesterase gamma-1 (Homo sapiens), P19174; in the data active = inhibition above about 9.5%
hgDAF-12 ag: H. glycines DAF-12 receptor agonists, primary screen, cell-based, luminescence, HEK293, GAL4 fusion, UAS-luciferase; Nuclear hormone receptor DAF-12 (Heterodera glycines), GAL4 fusion; HEK293 GAL4-hgDAF12 UAS-luciferase reporter, agonist luminescence; normalized to butyrate control; activation, % at 6.8 µM; 1.8% of 370,000 active; AID 687014, 2013;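 active = activation above a cutoff set at the mean of all screened compounds plus 3 SD, cut at about 10% in these data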;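 note: 0% = DMSO wells and 100% = sodium butyrate wells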
HGIII-sPLA2 inh: human group III sPLA2 inhibitors, primary screen, biochemical, QFRET, BODIPY PC-A2 liposome substrate; Group 3 secretory phospholipase A2 (Homo sapiens), Q9NZ20; AID 743126, 2013; inhibition, % at 12.2 µM; QFRET BODIPY PC-A2 liposome hydrolysis, fluorescence; 0.56% of 370,000 active;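 active = inhibition above mean plus 3 SD of compounds lying within the high and low control bounds, cut at about 19% in these data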;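 note: 0% = median of test compound wells and 100% = no enzyme DMSO wells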
Target sequence (Q9NZ20 whole entry, looked up): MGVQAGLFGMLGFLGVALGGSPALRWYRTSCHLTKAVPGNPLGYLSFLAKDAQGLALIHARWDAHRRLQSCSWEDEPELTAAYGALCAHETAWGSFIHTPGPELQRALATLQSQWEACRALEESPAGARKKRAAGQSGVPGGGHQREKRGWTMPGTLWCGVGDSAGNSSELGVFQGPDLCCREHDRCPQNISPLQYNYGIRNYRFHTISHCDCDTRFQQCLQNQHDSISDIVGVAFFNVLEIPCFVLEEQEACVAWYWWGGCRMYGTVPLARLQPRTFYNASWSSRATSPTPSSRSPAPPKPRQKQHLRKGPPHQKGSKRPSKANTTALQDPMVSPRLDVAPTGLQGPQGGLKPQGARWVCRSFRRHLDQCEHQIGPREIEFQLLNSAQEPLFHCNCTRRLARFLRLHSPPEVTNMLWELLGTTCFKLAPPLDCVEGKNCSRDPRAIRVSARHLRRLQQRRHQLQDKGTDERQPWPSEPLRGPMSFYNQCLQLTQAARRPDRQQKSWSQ
Starred values were filed as active, the others as inactive; i = inactive; nt = no result given. This is a random part of the collection; any-hit rate near 6.9%.

SMILES	ADAM17 inh	PLCb3 inh	ADAM10 inh	hcDAF-12 act	DAX1 inh-1	ssDAF-12 act	DAX1 inh-2	FXN GAA850 act	PLCg1 inh	hgDAF-12 ag	HGIII-sPLA2 inh
CCCCN1CC(COCc2ccccc2)Oc2cccc(Oc3cc(C)c(C)c(C)c3)c2S1(=O)=O (stereo not given)	4.2	2.9	-23.9	-0.1	-1.4	-1.6	1.3	-1.4	4.3	0.8	7.9
O=C(Nc1ccccc1N1CCCC1)c1ccccc1F	-0.3	-2.6	0.8	-0.6	0.3	-1.5	1.0	-0.8	0.6	0.1	-5.0
COc1ccc(C(=O)/C(=C/c2cccs2)c2nc3ccccc3o2)cc1	-1.8	-2.8	2.8	0.3	-0.2	-0.3	0.8	-1.0	-1.0	0.8	5.5
COc1ccccc1-c1c(C)nn2c(N3CCN(c4ccccc4OC)CC3)cc(C)nc12	-2.8	-7.1	-9.2	-0.6	-0.3	-1.3	-0.4	-0.5	-3.7	-0.9	-1.4
CC(=O)N/C(=C\c1ccccc1)C(=O)OCCCOC(=O)/C(=C/c1ccccc1)NC(C)=O	-3.2	-9.5	-8.2	0.7	-0.4	0.0	-0.3	1.5	-0.8	-0.8	6.5
Nc1nc(CN2CCCCCC2)nc(Nc2ccc(F)cc2)n1	-0.2	-0.5	4.3	-0.9	-0.3	0.3	-1.0	2.5	2.0	-2.0	-3.3
COc1ccc(S(=O)(=O)n2nc(OC(C)=O)cc2N)cc1	0.6	5.2	-1.9	-0.3	0.5	-1.6	-1.1	-0.5	4.4	1.8	-1.6
CCCCN1C=C(C(=O)OC)C(c2ccccc2C(F)(F)F)C(C(=O)OC)=C1	-32.9	-58.8	-119.1	-2.7	0.3	-1.2	0.7	0.0	-46.3	1.2	1.8
CC1CCN(Cc2nc(-c3ccc(Cl)cc3)no2)CC1	-3.3	-5.1	0.6	-0.7	0.3	-1.2	2.6	3.3	-0.2	0.4	7.1
Cc1ccc(CN(C)C(=O)c2ccccc2Sc2ccccc2C#N)cc1	1.0	-7.9	-1.9	0.2	0.0	-1.1	-0.9	0.7	0.9	0.0	-7.6
CC1(C)Cc2cccc(OCC(=O)N3CCN(c4cccc(C(F)(F)F)c4)CC3)c2O1	1.6	-3.2	-5.3	0.0	2.1	-0.5	-1.4	1.7	3.4	0.2	1.1
COc1ccc(S(=O)(=O)N2CCCCC2)cc1NS(=O)(=O)c1cc(Cl)ccc1Cl	-1.2	-1.9	3.7	-0.6	-0.5	-1.3	0.1	2.3	-0.2	-2.7	-20.7
Cc1cc(Nc2cc(C(F)(F)F)cc(C(F)(F)F)c2)cc(=O)n1-c1cc(C(F)(F)F)cc(C(F)(F)F)c1	1.9	2.1	-5.3	-0.9	0.1	-1.6	nt	nt	-0.8	-2.2	4.3
COc1ccc(N2C(=O)c3ccccc3NC2c2ccc(NC(C)=O)cc2)c(OC)c1 (stereo not given)	-33.0	-54.3	-94.0	0.4	-0.1	-0.4	-2.5	0.9	-27.4	-1.4	4.0
CC(C)S(=O)(=O)c1cnc(-c2cccnc2)nc1N	-3.4	-6.9	-6.5	0.8	-0.2	-1.0	0.4	-1.6	-1.4	-0.2	13.8
Cc1cc(C)n2nc(C(=O)NC(C)(C)C)nc2n1	1.3	1.6	-0.8	-1.6	0.2	-0.7	-1.4	-0.7	-1.1	-1.3	-2.0
CCOC(=O)c1cc(Sc2ccccc2N)cc(C(=O)OCC)n1	0.9	-2.8	2.6	-1.8	-0.2	-1.3	-0.3	1.3	2.2	0.3	-7.3
CSc1ccc(CN(C)C(C)C(=O)NCC2CCCCC2)cc1 (stereo not given)	2.2	-4.3	0.4	-1.9	0.3	-1.2	1.0	-0.4	6.4	-1.2	2.9
Cc1ccc(CNC(=O)Nc2ccccc2)n1C	-1.3	-14.3	-9.4	2.8	0.0	-0.7	0.1	3.4	-8.3	1.7	0.0
COc1cccc(-c2cc3nc(NCCCN(C)C)n(C)c(=O)c3s2)c1	-25.9	-18.8	-121.8	-1.3	-1.1	-1.5	nt	2.0	-15.0	2.5	-11.9
C=CCSc1nc(N)c(C(=O)Nc2ccccc2C)cc1C(N)=O	1.3	1.9	15.5	0.6	0.6	-0.2	0.4	1.2	6.9	-1.2	-1.4
CC(=O)Nc1ccc(NC(=O)C(C)OC(=O)CCc2nc3ccccc3s2)cc1 (stereo not given)	-1.3	1.4	-1.1	-0.6	0.1	-2.0	-0.2	2.7	2.0	0.3	0.6
Cc1ccc(C(=O)Nc2ccccc2N2CCCCC2)o1	-0.9	-12.7	-7.3	-2.6	-2.8	-1.4	-0.1	0.7	0.3	-1.2	5.0
Brc1ccsc1-c1csc(-c2ccncc2)n1	-9.2	-49.2	-12.2	1.6	-0.5	-0.3	1.8	1.4	-35.9	2.2	7.0
O=C(COC(=O)C1CC2C=CC1C2)NCc1ccccc1Cl (stereo not given)	-1.0	5.5	8.0	0.0	0.5	-0.8	0.8	2.7	2.8	3.8	0.9

The list goes on.
SMILES	ADAM17 inh	PLCb3 inh	ADAM10 inh	hcDAF-12 act	DAX1 inh-1	ssDAF-12 act	DAX1 inh-2	FXN GAA850 act	PLCg1 inh	hgDAF-12 ag	HGIII-sPLA2 inh
CC(C)COC(=O)NCCCOC(=O)Nc1ccccc1	1.6	7.6	3.3	0.2	0.1	-1.1	-0.1	-0.9	1.2	0.1	-6.9
COc1ccc(NC(=O)c2cc(C(C)C)on2)cc1OC	-3.6	-0.9	-3.4	-0.3	0.1	-1.1	5.0*	4.2	1.6	3.0	4.5
COc1ccc(OC)c(-c2csc(NC(=O)Cn3[nH]c(=O)c4ccccc4c3=O)n2)c1	-10.7	-27.5	-6.8	-1.8	-0.5	-1.2	-0.7	-1.5	-24.1	0.4	-13.6
COCCCN(CC(=O)NCc1ccccc1)S(=O)(=O)c1ccc(C)cc1	1.1	-5.0	-8.9	-1.1	-0.7	-1.3	1.2	1.4	-2.2	0.8	2.5
O=C(c1coc(=O)c(Br)c1)N1CCOCC1	-289.0	-202.8	i	0.5	0.1	-0.9	0.5	1.4	-196.9	1.6	0.7
Cc1cccc(C)c1NC(=O)CN(C)C(=O)c1ccc(OCc2ccccc2)cc1	1.2	-0.8	-15.4	2.4	1.2	-1.1	-1.2	1.0	-3.6	4.5	9.1
COCCn1c(SCC(=O)N2CCOCC2)nnc1-c1ccco1	-5.2	-9.9	2.3	-1.3	0.1	-1.3	2.6	0.2	3.6	-0.4	9.8
CCC(C)(C(=O)NC1CCCCC1)N(Cc1cccs1)C(=O)c1ccccn1 (stereo not given)	-4.1	-5.0	-1.1	0.3	-0.5	-1.3	1.0	-0.6	1.0	-1.6	0.0
CCOc1ccc(Nc2nc(N3CCOCC3)nc(N3CCOCC3)n2)cc1	-1.4	-3.6	-5.1	-1.5	0.3	-1.3	-0.3	2.8	0.6	0.2	-3.1
COc1ccc(Oc2ccc(NC(=O)c3ccccc3C)cc2)cc1	2.6	0.1	13.3	-1.1	-1.6	-2.1	-1.8	-1.3	-1.2	-1.2	3.5
CC(C)C[C@H](NC(=O)Nc1cccc(Cl)c1)C(=O)O	-1.3	2.4	-7.8	0.7	-0.6	-1.6	-0.6	0.2	1.0	-1.6	-1.4
O=C1CN(C(=O)COc2cccc(F)c2)c2ccccc2N1	0.5	3.4	0.7	-1.1	-0.6	-1.3	nt	nt	1.4	-2.5	-2.6
CCOC(=O)COc1cc2c(C(=O)OCC)c(C)oc2cc1Br	-1.0	-2.1	-8.4	-0.8	0.4	-0.7	1.9	-0.5	2.9	-2.5	3.8
Cc1nn(C)c(Cl)c1/C=N/OC(=O)c1ccc(F)cc1	5.1	2.7	5.9	-0.2	0.2	-1.5	3.3	-0.8	2.9	2.6	-3.5
COc1ccc(-c2cc(C(=O)OCC(=O)N(C)C)c3ccccc3n2)cc1	-55.4	i	-179.7	-3.4	-1.8	-1.3	-1.5	0.9	i	1.4	-11.8
N#Cc1nc(-c2ccc(OCc3ccccc3)cc2)oc1N1CCOCC1	-12.2	-1.9	-25.9	-1.9	-0.1	-1.2	0.2	-0.1	-2.4	-1.5	-0.7
CN(C)S(=O)(=O)c1ccc(Cl)c(NC(=O)CSc2nc3c(cc2C#N)C(=O)CCC3)c1	-0.1	-2.4	5.7	-1.1	-0.6	-1.3	-1.7	-0.1	-1.6	-1.7	-4.9
CCOc1ccc(N(Cc2cc3ccc(C)cc3[nH]c2=O)S(=O)(=O)c2ccccc2)cc1	-2.6	-8.9	-12.5	0.0	1.1	-1.4	0.1	-3.7	0.9	-1.2	3.4
Cc1ccc(C)c(N(CC(=O)NCc2ccco2)C(=O)CCC(=O)Nc2nccs2)c1	1.0	-2.6	11.7	0.1	0.2	-1.0	0.1	-2.8	0.5	0.1	-8.1
O=C(Cn1cc2c(n1)CCCCC2)NCCN1CCOCC1	0.8	1.4	-4.6	1.8	-0.3	0.3	3.4	1.0	1.0	1.3	-5.2
Cc1onc(-c2ccccc2)c1C(=O)OCC(=O)Nc1ccc(OC(F)(F)F)cc1	9.4*	-5.8	24.8*	-0.7	0.5	-0.9	-0.7	0.1	-0.6	-0.4	-15.4
O=C1C=CC(O)(c2cc(=O)c3c(O)cc(O)cc3o2)C=C1	-3.9	-7.6	2.2	0.1	-2.4	-0.4	-3.9	-10.5	-3.3	-3.7	2.3
CCOC(=O)C1=C(CC)Nc2ccccc2N=C1NC(=O)c1cc(S(=O)(=O)N2CCOCC2)ccc1C	-5.9	-13.8	-3.0	0.8	-1.2	-1.2	1.3	-1.8	-4.6	0.3	2.9
C[C@H](CO)N1C[C@H](C)[C@@H](CN(C)S(=O)(=O)c2cn(C)cn2)Oc2ccc(NC(=O)C3CCCCC3)cc2C1=O	3.6	1.2	-12.9	2.3	0.4	-1.3	1.4	1.2	-1.7	-0.2	21.4*
CCOc1ccc2c(C)c(C)c(=O)oc2c1OCC	-56.4	i	-154.9	-0.9	0.3	-1.4	-1.3	1.8	-426.5	-1.6	-3.6

High-throughput results deposited in PubChem by The Scripps Research Institute Molecular Screening Center.
